TbPYK inhibitor = blocks Trypanosoma brucei pyruvate kinase | TbPYK enzyme, Kinase-Glo Plus ATP luminescence, 45 min | Potency, µM (top dose mostly 76.8 µM), for inactives: at the top dose activity, negative = inhibition, usual class: inhibitors | 410,000 tested, 0.12% active | AID 624173; also: nearly all actives have a fitted effect of over 50% in size
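Screened from lowest to highest concentration, compounds were pinned into TbPYK/substrate mixtures, and ADP (130 uM final) was added. Plates sat at room temperature for 45 min prior to Kinase-Glo Plus detection by luminescence.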
Pf growth 96h = P. falciparum growth inhibition at 96 hours | 320,000 tested, 6.9% active | Potency, µM (top dose mostly 28.7 µM), without a hit: at the top dose activity change, negative = inhibition, actives largely listed as inhibitors | P. falciparum luciferase reporter growth, 96 h
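Infected RBCs, 2% Hct / 0.05% parasitemia final; luciferase-reporter P. falciparum; cpd 96 h, 37 C, 5% CO2; luciferase detection reagent; luminescence.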
HCV inhibitor = HCV inhibition; Potency, µM (top dose mostly 41.8 µM), for inactives: top-dose activity change, negative = inhibition, most hits filed as inhibitors; 340,000 tested, 3.4% active; Huh7.5.1 HCVcc-Cre infection, luciferase reporter, 44 h
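Reporter virus HCVcc-Cre (~0.5 moi) infects cells exposed to compound; seeding density 1,000 cells/well with 4 h settling beforehand. Luminescence, 15 sec read, taken 44 h post-infection following a 15 min RT substrate incubation.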
Sm TGR inh = blocks Schistosoma mansoni thioredoxin glutathione reductase | Q962Y6 | purified TGR, DTNB reduction, TNB absorbance 405 nm | Potency, µM (series often up to 114 µM), for the others: at the highest dose activity change, negative = inhibition, most hits filed as inhibitors | 360,000 tested, 3% active; also: nearly all actives have a fitted effect of over 60% in size
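First, TGR (20 nM dispensed) and NADPH were mixed with compound. Second, a 15 min room-temperature incubation followed. Third, further NADPH and then DTNB were added to start the reaction. Finally, TNB absorbance was monitored kinetically.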
Pf growth 48h = inhibits P. falciparum growth in the first generation, 48 h; 310,000 tested, 5.9% active; AID 504832; Potency, µM (titrated, usually from 28.7 µM), for inactives: at the top dose activity change, negative = inhibition, actives largely listed as inhibitors; P. falciparum luciferase growth in erythrocytes, 48 h
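Firefly luciferase activity from engineered P. falciparum reports growth; inhibitors lower the luminescent signal. Cultures contained 2% hematocrit erythrocytes at 0.1% final parasitemia.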
LmPK inh = inhibitors of Leishmania mexicana pyruvate kinase. Q27686. purified LmPK, Kinase-Glo ATP luminescence, 1 h. Potency, µM (highest dose often 57.5 µM), inactives show at the highest dose activity change, negative = inhibition, most hits filed as inhibitors. 290,000 tested, 0.37% active. AID 1721
Target sequence (Q27686 whole entry, looked up): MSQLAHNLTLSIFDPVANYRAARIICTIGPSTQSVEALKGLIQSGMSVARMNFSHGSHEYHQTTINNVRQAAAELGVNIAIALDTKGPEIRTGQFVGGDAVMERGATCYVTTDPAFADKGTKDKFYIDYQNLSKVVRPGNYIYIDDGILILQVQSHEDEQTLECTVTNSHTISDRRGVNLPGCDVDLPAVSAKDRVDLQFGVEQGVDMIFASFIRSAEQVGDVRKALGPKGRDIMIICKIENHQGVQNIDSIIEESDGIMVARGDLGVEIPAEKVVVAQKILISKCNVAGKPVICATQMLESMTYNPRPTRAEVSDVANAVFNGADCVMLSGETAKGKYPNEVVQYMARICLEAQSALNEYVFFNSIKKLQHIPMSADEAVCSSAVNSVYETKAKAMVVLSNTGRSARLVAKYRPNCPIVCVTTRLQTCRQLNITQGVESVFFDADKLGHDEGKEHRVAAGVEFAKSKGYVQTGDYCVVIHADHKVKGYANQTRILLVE
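Pyruvate kinase activity monitored as ATP production (luciferase luminescence). Conditions: 0.1 nM enzyme, 0.5 mM PEP, 0.1 mM ADP, 1 h, RT; normalized against uninhibited and no-enzyme wells.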
The depositor's hits bear a star; ? = inconclusive; · = no result given; & = joins results of further samples; [ ] = remark or other dose. Calls follow the shape of the dose curve; as a rule, active = well fitted curve in the direction sought with a large enough effect; inconclusive = small, poorly fitted or top-dose-only effect, or another doubt; inactive = no such curve, though single readings can be large; an effect the other way counts as inactive or inconclusive. % is scaled to controls: 0 for no effect and ±100 for the full control effect; potency is read from the fitted curve at half-maximal effect.

SMILES | TbPYK inhibitor | Pf growth 96h | HCV inhibitor | Sm TGR inh | Pf growth 48h | LmPK inh
O=C(CSCc1ccc(Br)cc1)Nc1ccc(S(=O)(=O)N2CCOCC2)cc1 | 3% | ? | · | 10% | ? | 1%
O=S(=O)(C/C(=C/CO)S(=O)(=O)c1ccccc1)c1ccccc1 | -1% | ? | 10µM* | 4.5µM* | ? | 1%
CC1(C)Cc2c(sc3c2C2=NCCN2C=N3)CO1 | -1% | -2% | -4% | 0% | 12% | 0%
CCOc1ccc(CNC(=O)CCS(=O)(=O)c2ccc3c(c2)oc(=O)n3C)cc1 | 2%&15% | ? | 13% | -11%&3% | 12% | -8%
O=C(NCC(c1cccnc1)N1CCOCC1)C1CCCCC1 (configuration not stated) | 5% | -19% | 28% | -25% | 26% | 3%
Cc1nc(CN2CCN(Cc3nc(C(c4ccccc4)c4ccccc4)no3)CC2)cs1 | 3% | ? | -8% | -16% | ? | 1%
COc1ccc(C(=O)OCC(=O)Nc2c(C)cccc2C)cc1 | 1% | -19% | 17% | -4% | -11% | 4%
COc1ccc(C(=O)Oc2c(OC)cc(C(=S)N3CCOCC3)cc2OC)cc1 | 0% | ? | 14% | 12% | 61%[activator] | 2%
Cn1c(CSCc2ccc(F)cc2)n[nH]c1=S | ? | 13µM* | 1% | -8% | -7% | -2%
CCCCN(C(=O)CSc1nnnn1-c1ccccc1OC)C1CCS(=O)(=O)C1 (configuration not stated) | -1% | ? | 10%[8.37 µM] | 0% | ? | ·

Part of the list above, limited to LmPK inh, Pf growth 96h and HCV inhibitor.
SMILES	LmPK inh	Pf growth 96h	HCV inhibitor
O=C(CSCc1ccc(Br)cc1)Nc1ccc(S(=O)(=O)N2CCOCC2)cc1	1%	?	·
O=S(=O)(C/C(=C/CO)S(=O)(=O)c1ccccc1)c1ccccc1	1%	?	10µM*
CC1(C)Cc2c(sc3c2C2=NCCN2C=N3)CO1	0%	-2%	-4%
CCOc1ccc(CNC(=O)CCS(=O)(=O)c2ccc3c(c2)oc(=O)n3C)cc1	-8%	?	13%
O=C(NCC(c1cccnc1)N1CCOCC1)C1CCCCC1 (configuration not stated)	3%	-19%	28%

Next results follow.
SMILES | TbPYK inhibitor | Pf growth 96h | HCV inhibitor | Sm TGR inh | Pf growth 48h | LmPK inh
COc1ccc(C2CC(O)(c3ccccc3)Oc3cc(OC)ccc32)cc1 (configuration not stated) | -1% | ? | 4.5µM* | 4% | 12µM* | 2%
O=C(/C=C/c1ccc(F)cc1)N1CCCc2ccccc21 | -3% | ? | 9% | -6% | 0% | 3%
N#C/C(=C(/O)CSc1ccccn1)c1nc2ccccc2s1 | -3% | -5% | 20% | -24% | 73%[activator] | 0%
NC(=O)c1ccc(NC(=O)COc2cccc3c2CCNC3=O)cc1 | 3% | ? | 6% | 2% | 1% | ·
COc1ccccc1N(C)S(=O)(=O)c1ccc(C(=O)N2CCCc3ccccc32)cc1 | 0% | ? | ? | -8% | 13µM* | 0%
CSc1ccccc1NC(=S)Nc1cc(C)cc(C)c1 | 1% | ? | -11% | -5% | · | 4%
Cc1ccccc1C(=O)N/N=C/c1cccc2ccccc12 | -9% | ? | -29% | 5% | ? | 4%
COc1cc(CNn2cnnc2)ccc1OCC(=O)NC1CCCCC1 | · | -10% | 12% | -20% | · | 4%
CC1(C)O[C@@H]2C[C@H]3[C@@H]4CCC5=CC(=O)CC[C@]5(C)[C@@]4(F)[C@@H](O)C[C@]3(C)[C@]2(C(=O)CCl)O1 | 3% | 3.3µM* | 20% | -8% | 2.6µM* | ·
O=C1CN=C(c2ccccc2)c2oc3ccc(Br)cc3c2N1 | -16% | 10% | 7% | -9% | 2% | 5%

(list continues)
SMILES | TbPYK inhibitor | Pf growth 96h | HCV inhibitor | Sm TGR inh | Pf growth 48h | LmPK inh
CC(=O)O[C@]1(C(C)=O)CCC2C3CCC4=CC(=O)CCC4(C)C3(F)C(O)CC21C (some centres not stated) | -8% | ? | · | · | -26% | ·
CN(/N=C/c1cccnc1)c1cnc2ccccc2n1 | -11% | -8% | -23% | -3% | 295%[activator] | 1%
CN1C(=O)[C@H]2[C@@H](C3CC3)N3C(=O)CN(Cc4ccccc4)C(=O)[C@@]3(C)[C@H]2C1=O | -2% | 2% | 9% | -13% | 27% | -2%
CCC(C)Sc1nc2c(c(=O)[nH]c(=O)n2C)n1CC(O)COc1ccccc1C (configuration not stated) | -11% | ? | ? | -8% | ? | 4%
Cc1c(C(c2cccc(Br)c2)c2c(C)n(C)n(-c3ccccc3)c2=O)c(=O)n(-c2ccccc2)n1C | 2% | 0% | -23% | ? | ? | -3%
OC[C@H]1O[C@H](OCc2ccccc2)[C@H](O[C@@H]2OC[C@@H](O)[C@H](O)[C@H]2O)[C@@H](O)[C@@H]1O | -2% | -6% | 5% | -8% | -18% | ·
Cc1nc(C)c(-c2csc(Nc3ccc(S(N)(=O)=O)cc3)n2)s1 | 5% | 27% | 11µM* | -21% | 21% | 0%
CC(=O)NC1(C(F)(F)F)NC(=O)N(CCc2ccccc2)C1=O (configuration not stated) | 5% | 31%[activator] | -1% | 2% | -9% | -1%
CCN(CC(=O)Nc1c(F)cccc1F)C(=O)CSc1nc(C)cc(C)n1 | -9% | 17% | -3% | 6% | 6% | -1%
N#Cc1cc(S(=O)(=O)N2CCOCC2)ccc1N1CCOCC1 | -4% | 11% | 0% | 2% | 12% | -1%

The listing continues:
SMILES | TbPYK inhibitor | Pf growth 96h | HCV inhibitor | Sm TGR inh | Pf growth 48h | LmPK inh
CC1=CC=CC2=N/C(=N\S(=O)(=O)c3ccc(F)cc3F)c3ccccc3CN12 | -5% | ? | ? | -11% | -25% | 1%
COc1ccc(-c2nc(CN3CCCCC3c3cccnc3)c(C)o2)c(F)c1 (configuration not stated) | -2% | ? | ? | -6% | 9.3µM* | 2%
Cc1cc(C)cc(NC(=O)CN2CCN(c3ccccc3)CC2)c1 | 2% | 27% | 4% | -11% | -1%[0.00184 µM] | 0%
COc1cc(C)c(NC(=O)COc2ccc3c(c2)CCC3)cc1OC | 1% | 4% | ? | -1% | 1% | ·
Cc1ccccc1OCC(=O)Nc1ccccc1NC(=O)c1ccco1 | -6% | -6% | 7% | -5% | 11% | 2%
CC(C)(O)C#Cc1ccc(CN2CCCC(CNC(=O)c3ccco3)C2)cc1 (configuration not stated) | -4% | 34%[activator] | -11% | -19% | ? | -1%
CCOC(=O)/C(=N\Nc1ccccc1Cl)N1CCN(C)CC1 | -1% | 22% | -7% | 3% | 26% | 3%
CCN1C(=O)C(CC(=O)Nc2ccc(F)cc2)N(CCc2ccc(OC)cc2)C1=S (configuration not stated) | 2% | 36%[activator] | -1% | 1%[57.1 µM] | ? | -4%
CCOC(=O)C1C(c2ccc(OC)cc2)N(C)OC1(O)C(F)(F)F (configuration not stated) | -7% | 24% | 16% | -1% | ? | -6%
CC(C)(C)Nc1cccccc1=O | 3% | · | 10% | -42% | 19% | -4%

(listing goes on)
SMILES	TbPYK inhibitor	Pf growth 96h	HCV inhibitor	Sm TGR inh	Pf growth 48h	LmPK inh
O=C(CSc1nnc(-c2cccnc2)n1Cc1ccccc1)NCc1ccco1	-1%	87%	7%	13µM*	-10%	8%
O=C(NNC(=O)c1ccccc1-c1ccccc1C(=O)O)c1ccccc1	1%	5%	12%	5%	16%	3%
Cc1[nH]c(-c2ccc3c(c2)OCO3)nc1C(=O)O	-3%	-18%	4%	0%	·	-26%
COc1cc(CN2CCN(c3ncccn3)CC2)cc(OC)c1	1%	?	2%	-3%	18%	-5%
O=C1[C@@H]2CSCN2C(=O)CN1Cc1ccc(F)cc1	-2%	22%	5%	-4%	19%	-4%
COc1ccc(/C=N/NC(=O)c2ccc3c(c2)OCCO3)cc1[N+](=O)[O-]	1%	?	-8%	-1%	-3%	1%
COCCCN(C(C)=O)c1nc(-c2ccc(OC)cc2)cs1	5%	0%	?	7%	35%[activator]	3%
CC(C)Cn1c(N)c(C(=O)CSc2nc3ncc(Cl)cc3[nH]2)c(=O)n(C)c1=O	-12%	10µM*	?	3%	?	·
O=C(COc1ccc([N+](=O)[O-])cc1)Nc1nc(-c2ccccn2)cs1	-11%	6.6µM*	10µM*	-9%	9.3µM*	·
COC(=O)C1=C(C)NC(C)=C(C(=O)OC)C1c1ccco1	-3%	-11%	-5%	?	-7%	-1%

Next part.
SMILES	TbPYK inhibitor	Pf growth 96h	HCV inhibitor	Sm TGR inh	Pf growth 48h	LmPK inh
O=C(Nc1nc2c(F)cc(F)cc2s1)c1ccc2c(c1)OCCO2	-7%	40%[activator]	·	-6%	225%[activator]	·
COc1ccc(/C=N/NC(=O)c2cc(-c3ccccc3)nc3ccccc23)cc1O	-3%	?	-13%	-11%	-5%	-3%
COc1ccc(-c2cn3cccnc3n2)cc1NS(=O)(=O)c1ccccc1	-8%	-3%	7%	-13%	?	1%
COc1cc(O)c(C(CC(=O)N2CCN(c3ccccc3)CC2)c2ccc3c(c2)OCO3)c(OC)c1 (configuration not stated)	4%	?	?	2%	?	-2%
CCCN(CC(=O)Nc1ccccc1C)C(=O)c1sc2ccccc2c1Cl	2%	-23%	?	2%	?	·
Cc1sc(NC(=O)CSc2nnc(COc3ccccc3)n2C)c(C#N)c1C	4%	?	-4%&11%	0%	37%[activator]	-1%
CCOC(=O)CN(C(=O)CNC(=O)c1cccs1)C(C(=O)NC1CCCCC1)c1cccs1 (configuration not stated)	7%	-21%	6%	?	?	-2%
N/C(=N\OC(=O)c1ccc(Cl)c([N+](=O)[O-])c1)c1ccccc1	0%	-2%	5%	-18%	-1%	-3%
Cc1cccc2c1-c1sc(C(=O)N3CCc4ccccc4C3)cc1CO2	-1%	?	0%[8.37 µM]	-11%	34%[activator]	-1%
CC(C)(C)C(=O)CSc1nc2ncc(Br)cc2[nH]1	2%	-5%	1%	-1%	?	1%

Carrying on:
SMILES	TbPYK inhibitor	Pf growth 96h	HCV inhibitor	Sm TGR inh	Pf growth 48h	LmPK inh
Cc1cc(C)c(S(=O)(=O)N(C)c2ccccc2)c(C)c1	-4%	?	-1%	0%	-28%	3%
Cc1ccc(/C=N/NC(=O)NN(C)c2ncc(C(F)(F)F)cc2Cl)cc1	2%	?	-11%	4%	-28%	0%
CC(C)(C)OC(=O)NN1CC(=O)N2Cc3[nH]c4ccccc4c3C[C@H]2C1=O	1%	29%	11%	0%	0%	5%
CC(C)c1ccc(NC(=O)C2CCN(C(=O)[C@@H]3Cc4ccccc4CN3)CC2)cc1	6%	-13%	-2%	-1%	-7%	0%
CNc1ccc(/C=C(\C#N)C(=O)Nc2ccccn2)cc1[N+](=O)[O-]	-6%	15%	0%	3%	13%	6%
Clc1ccccc1C1NCc2ccccc2-n2cccc21 (configuration not stated)	1%	?	-18%	7%	-10%	-6%
O=C(c1cccc(S(=O)(=O)NCCOc2ccccc2)c1)N1CCN(c2ncccn2)CC1	11%	·	?	-17%	?	-2%
CCSc1nnc(NC(=O)C(C)Sc2nc3ccccc3[nH]2)s1 (configuration not stated)	-8%	23%	12%	-2%	4%	8%
O=C(CN1C(=O)c2cccc3cccc1c23)N1CCN(c2ccccc2)CC1	-3%	1%	19%	2%	10%	7%
CC(C)C(=O)Nc1nnc(Sc2ccc(N(C)C)cc2)s1	3%	·	-13%	1%	19%	0%
Cc1noc(C)c1CSc1ncnc2sc(C)c(C)c12	-4%	-6%	1%	0%	24%	0%
CC(=O)c1c(C)[nH]c(C(=O)OC2CCCCC2=O)c1C (configuration not stated)	-3%	-12%	18%	0%	7%	-1%
Cc1ccc(O)c(C2=Nc3ccccc3N=C(c3cccc([N+](=O)[O-])c3)C2)c1	3%	-22%	?	-11%	?	-3%

Screening data as filed in PubChem BioAssay.
